GPR55 beta-arrestin – selective activators of receptor GPR55 – imaging, U2OS cells, beta-arrestin-GFP redistribution, primary screen (AID 1961). U2OS GPR55 beta-arrestin-GFP redistribution imaging; higher % means a stronger effect. one-dose activation, % at 10 µM; EC50 in µM for titrated hits. hit rate 0.048% among 290,000;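 active = activation above 40% with more than 50 cells counted in the well; inconclusive = wells holding fewer than 50 cells, flagged as toxic or sparse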;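 note: U2OS osteosarcoma cells stably expressing GPR55 and beta-arrestin-GFP; plate controls were DMSO negative control for no effect and LPI positive control for full effect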
NTR1 ag – NTR1-driven beta-arrestin-GFP spot formation – imaging, U2OS cells, high content, primary screen (AID 493036); hit rate 0.17% among 330,000; agonist mode; P30989; activation, % at 20 µM;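 active = activation at or above 40% of the spot to cytoplasm intensity ratio, with at least 20 cells analyzed; inconclusive = wells under 20 cells, flagged as cytotoxic or low count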;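 note: 0% = DMSO without peptide and 100% = 100 nM NTR1 peptide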
Target sequence (P30989 whole entry, looked up): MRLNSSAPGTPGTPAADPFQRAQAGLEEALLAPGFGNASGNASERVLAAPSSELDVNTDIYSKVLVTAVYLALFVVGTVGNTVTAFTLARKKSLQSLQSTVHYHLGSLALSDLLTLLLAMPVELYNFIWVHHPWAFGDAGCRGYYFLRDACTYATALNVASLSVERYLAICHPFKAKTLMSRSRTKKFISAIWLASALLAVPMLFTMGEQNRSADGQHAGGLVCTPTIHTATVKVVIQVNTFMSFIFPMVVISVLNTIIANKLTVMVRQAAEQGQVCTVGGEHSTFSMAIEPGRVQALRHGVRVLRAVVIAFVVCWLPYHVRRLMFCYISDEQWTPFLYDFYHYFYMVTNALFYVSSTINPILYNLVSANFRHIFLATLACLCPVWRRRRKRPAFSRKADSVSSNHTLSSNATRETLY
T cell HTS – T cell immune modulators affecting CD8 T cell-vesicle binding. AID 2052. 2C CD8+ T cell-vesicle binding, flow cytometry; hits give low values. calls only at 7 µM. hit rate 0.068% among 330,000;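 active = response, share of CD8 T cells binding vesicles, and their 90th percentile fluorescence all below set limits, cut at about 80% in these data, passing the limit was not always enough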
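Benchmarks: naked versus QL9-loaded vesicles / Assay system: purified 2C TCR transgenic mouse naive CD8+ T cells / Technique: high-throughput flow cytometry with anti-B7-1 and anti-CD8 staining / Timing: Cell–vesicle co-incubation 1.5 h at 37 °C, staining 20 min on ice / Read-out: percent CD8+ FL2 mean versus row control / Probe or stimulus: QL9-loaded Drosophila micro-vesicles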
MgcRacGAP inhibition – MgcRacGAP GTPase-activating activity inhibitors, confirmation, biochemical, ADP Hunter fluorescence; hit rate 0.6% among 340,000; one-dose inhibition, % at 30 µM; IC50 in µM for titrated hits; MgcRacGAP-stimulated Rac1 GTP hydrolysis, ADP Hunter fluorescence; higher % means a stronger effect; GST-tagged Rac1 F28L mutant substrate;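 active = first-screen hits whose inhibition reached a set limit at any dose in the follow-up dose series; inconclusive = inhibition above the set first-screen limit but never retested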;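 note: fluorescence reports GDP produced by GAP-driven GTP hydrolysis; strong numbers were not always called active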
LYP inhibition – PTPN22 lymphoid phosphatase activity blockers – biochemical, fluorescence intensity, uHTS (AID 1779) | recombinant LYP phosphatase, fluorescence intensity; higher % means a stronger effect | inhibition, % at 11.5 µM; hits with a dose series show IC50 in µM | hit rate 0.054% among 290,000; in the data active = inhibition above about 50%;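 note: plate controls were vehicle with enzyme for no effect and no enzyme for full effect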
Large T inhibition – TAg ATPase/helicase activity blockers – biochemical (AID 1903). SV40 large T antigen ATPase/helicase inhibition assay; higher % means a stronger effect. inhibition, % at 20 µM; hits with a dose series show IC50 in µM. hit rate 0.39% among 310,000; in the data active = a potency from the dose series; inconclusive = inhibition mostly from about 32% at the one dose, without a potency; inactive = the rest, 99 in 100 with inhibition below about 32%; note: strong numbers were not always called active
Hep lipid drop – modulators of hepatic lipid droplet formation; hit rate 0.4% among 240,000; inhibition, % at 6.5 µM; AID 1656; AML12 mouse hepatocytes, oleate lipid droplets, BODIPY imaging;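 active = lipid droplet intensity inhibited by at least 50%, with more than 500 cells counted; inconclusive = wells with under 300 cells, treated as cytotoxic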
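material = mouse AML12 hepatocyte cell line, fixed after treatment | also added = 100 µM oleic acid challenge | doses = compound at 6.5 µM only | schedule = overnight exposure | technique = Image-based BODIPY and DAPI two-channel analysis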
GPR55 LPI antagonism – inhibition of LPI-stimulated GPR55 beta-arrestin translocation – imaging, U2OS, beta-arrestin-GFP, LPI agonist, primary screen (AID 2013). U2OS GPR55 beta-arrestin-GFP translocation imaging, LPI antagonism; higher % means a stronger effect. one-dose inhibition, % at 10 µM; IC50 in µM for titrated hits. hit rate 0.13% among 290,000;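 active = spots per cell inhibited over 60%, with over 100 cells counted and total cytoplasm intensity under 500,000; inconclusive = wells with under 100 cells, flagged as likely toxic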;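 note: U2OS cells stably carrying GPR55 and arrestin-GFP stimulated by 5 µM LPI near EC80; imaged beta-arrestin-GFP aggregate spots per cell after agonist stimulation; plate controls were LPI-stimulated DMSO wells for no effect and DMSO wells without LPI for full effect; some results filed as inactive read as strong as hits; confirmed hits need IC50 under 10 µM and bright autofluorescent wells are also inconclusive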
GPR35 arrestin U2OS – GPR35 antagonists blocking zaprinast-driven arrestin recruitment, primary screen, imaging, U2OS, beta-arrestin-GFP, zaprinast agonist (AID 2058); U2OS GPR35 beta-arrestin-GFP translocation imaging, zaprinast antagonism; higher % means a stronger effect; inhibition, % at 10 µM; hits with a dose series show IC50 in µM; hit rate 0.052% among 290,000;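 active = inhibition of at least 50% with at least 30 cells and total cytoplasm GFP at most 10,000,000; inconclusive = under 30 cells or total GFP of 10,000,000 plus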
Hep lipid drop cells 6.5 µM – recorded beside Hep lipid drop, whose call it bears; cell count; measured here: cell count, cytotoxicity flag;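 cells counted across two imaged fields per well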
T cell HTS vesicle-bound % – second read-out of T cell HTS, no call of its own (marks repeat the call); double positive events, %; measured here: CD8+ vesicle-bound cell fraction;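 binding gate set so that unloaded-vesicle control wells show 10% double positive cells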
NTR1 ag cell count 20 µM – second read-out of NTR1 ag, no call of its own (marks repeat the call); cell count; measured here: cell count, cytotoxicity flag
Active calls of the source: *; i = inactive; ? = inconclusive; . = not tested or not shown; & = joins results of further samples. These rows are one share of the data; count on the stated rates, not on these rows.

The first 2 compounds, to show the layout:
SMILES	GPR55 beta-arrestin	NTR1 ag	NTR1 ag cell count 20 µM	T cell HTS	T cell HTS vesicle-bound %	MgcRacGAP inhibition	LYP inhibition	Large T inhibition	Hep lipid drop	Hep lipid drop cells 6.5 µM	GPR55 LPI antagonism	GPR35 arrestin U2OS
CC(C)(C)NC(=S)/N=C(\N)N[N+](=O)[O-]	-0.4%	0.6	25	i	24	-3%	-8%	34%	6	653	-2%	7%
COc1ccc2c(c1OC)C(=O)O[C@@H]2[C@H]1c2cc3c(cc2CCN1C)OCO3	.	-1.5	61	i	69	0%	.	26%	.	.	.	.

The whole of this part, previewed entries included:
SMILES	GPR55 beta-arrestin	NTR1 ag	NTR1 ag cell count 20 µM	T cell HTS	T cell HTS vesicle-bound %	MgcRacGAP inhibition	LYP inhibition	Large T inhibition	Hep lipid drop	Hep lipid drop cells 6.5 µM	GPR55 LPI antagonism	GPR35 arrestin U2OS
CC(C)(C)NC(=S)/N=C(\N)N[N+](=O)[O-]	-0.4%	0.6	25	i	24	-3%	-8%	34%	6	653	-2%	7%
COc1ccc2c(c1OC)C(=O)O[C@@H]2[C@H]1c2cc3c(cc2CCN1C)OCO3	.	-1.5	61	i	69	0%	.	26%	.	.	.	.
CCN1CCN(Cc2ccc(C)cc2)CC1	0.2%	-3.7	81	i	21	2%	-10%	4%	.	.	15%	22%
Cc1ccc(Cc2c(C)nc3nc(SCC(=O)N4CCC5(CC4)OCCO5)nn3c2C)cc1	-0.1%	0.9	81	i	21	2%	-2%	18%	5	791	-3%	-5%
CN1C(=O)C(Cc2ccc(OCc3ccccc3)cc2)C(=O)N(C)C1=O	0.0%	-0.9	84	i	17	10%	-3%	15%	.	.	5%	4%
CC(=Nc1ccc(F)cc1)c1c(O)n(C)c(=O)[nH]c1=O	0.2%	0.8	63	i	69	15%	-10%	11%	7	837	0%	7%
CN1CC(C#N)C2(O)c3ccccc3CCC2C1 (stereo unspecified)	-0.1%	0.4	71	i	62	17%	-6%	22%	0	793	11%	5%
COc1ccc(CCN(C)Cc2ccc(F)cc2F)cc1OC	-0.2%	-0.1	46	i	39	13%	-7%	1%	11	785	-6%	14%
CC1CCN(c2cc(Br)c([N+](=O)[O-])cc2F)CC1	0.0%	6.2	63	i	36	9%	1%	12%	2	714	8%	6%
CCc1ccc(CN2CCN(Cc3ccc(SC)cc3)CC2)cc1	0.1%	-0.7	44	i	43	.	-9%	-17%	-13	770	44%	-3%
CC(C)(C)NCC(O)c1cc(Cl)c(N)c(Cl)c1 (stereo unspecified)	-0.2%	2.5	64	i	21	5%	-3%	14%&14%	1	667	5%	-8%
Cc1ccccc1C1=NCC(=O)N(CC(=O)NCc2ccco2)c2sc3c(c21)CCCC3	-0.1%	6.9	54	i	14	3%	6%	14%	1	793	33%	-16%
COc1ccc(C2(C#N)CC[N+](C)(C)CC2)cc1	-0.1%	-2.2	31	i	50	8%	-5%	-3%	.	.	29%	10%
CC(C)c1ccc(N2C(=O)NC(=O)/C(=C/c3cnc(-c4ccccc4)nc3)C2=O)cc1	0.7%	1.5	64	i	22	19%	-4%	31%	0	659	-6%	12%
OC1/C(=C/c2ccccc2F)N2CCC1CC2 (stereo unspecified)	0.2%	0.6	47	i	10	5%	-1%	-5%	-13	681	-5%	-22%
O=c1[nH]c2c(c(=O)n1C1CCCCC1)CCC2	-0.1%	1.8	58	i	56	10%	0%	8%	24	629	-6%	-9%
CCOc1cc2[nH]c(=S)n(CCCC(=O)N3CCC4(CC3)OCCO4)c(=O)c2cc1OCC	-0.1%	-1.2	52	i	37	10%	-3%	7%	29	627	-11%	-16%
O=C1NC(=O)N(Cc2ccccc2)C(=O)/C1=C\C=C\c1ccco1	1.6%	18	74	i	41	21%	-5%	?	-1	714	-5%	-4%
O=C1NC(=O)N(c2ccc3c(c2)OCO3)C(=O)/C1=C\c1ccc(-c2ccccc2C(=O)O)o1	-0.1%	-0.3	51	i	32	75µM*	5%	32%	-2	738	-1%	3%
Cc1cccc(C(=O)NC(Oc2ccccc2)C(Cl)(Cl)Cl)c1 (stereo unspecified)	-0.1%	0.7	91	i	67	-5%	-7%	12%	.	.	10%	-4%
O=C(CN1CC(c2ccccc2)CC1=O)Nc1ccccc1 (stereo unspecified)	-0.5%	-2.7	54	i	53	-3%	-1%	1%	-11	745	9%	1%
CC1(C)CC(=O)C(C=NCCN2CCN(C(=O)Cc3ccc(F)cc3)CC2)=C(O)C1	0.7%	0.8	58	i	25	5%	0%	4%	.	.	-5%	10%
O=C(/C=C/c1ccccc1)c1c(O)n(CCc2ccccc2)c(=O)[nH]c1=O	1.3%	0.1	64	i	22	8%	4%	10%	9	655	18%	-2%
O=c1[nH]c(=O)n(-c2ccccc2)c(O)c1C=NC12CN3CN(CN(C3)C1)C2	0.7%	1.0	27	i	50	.	7%	5%	0	625	3%	2%
c1ccc(CCn2nnnc2CN2CCC(n3nnc4ccccc43)CC2)cc1	-0.1%	-2.0	74	i	8	9%	-2%	13%	.	.	-3%	6%
Cc1cc(C)cc(N2C(=O)/C(=C\c3ccc(N4CCN(C)CC4)o3)C(=O)NC2=S)c1	-0.1%	0.3	41	i	50	.	-2%	14%	-23	737	-1%	-1%
O=S(=O)(NC1CCCCCCC1)OCC(Cl)(Cl)Cl	-0.1%	0.8	48	i	31	10%	-1%	-1%	-7	852	7%	8%
C#CCN[C@H](C)Cc1ccccc1	.	-0.5	74	i	34	5%	.	14%	.	.	.	.
COC(=O)[C@@H]1C[C@H]1[C@@H](NP(=O)(c1ccccc1)c1ccccc1)c1ccccc1	0.2%	-0.9	76	i	15	8%	-6%	14%	2	738	2%	-4%
O=c1[nH]c(=O)n(CCc2ccc(F)cc2)c(O)c1/C=N/N1CCCCC1	0.2%	0.5	57	i	32	6%	-6%	4%	-17	691	7%	6%

Single values from above:
`Cc1cccc(C(=O)NC(Oc2ccccc2)C(Cl)(Cl)Cl)c1` (stereo unspecified) @ T cell HTS vesicle-bound %: 67
`CC(=Nc1ccc(F)cc1)c1c(O)n(C)c(=O)[nH]c1=O` @ Large T inhibition: 11%
`CCc1ccc(CN2CCN(Cc3ccc(SC)cc3)CC2)cc1` @ Hep lipid drop: -13
`CCN1CCN(Cc2ccc(C)cc2)CC1` @ GPR35 arrestin U2OS: 22%
`COC(=O)[C@@H]1C[C@H]1[C@@H](NP(=O)(c1ccccc1)c1ccccc1)c1ccccc1` @ T cell HTS vesicle-bound %: 15

Continued:
SMILES	GPR55 beta-arrestin	NTR1 ag	NTR1 ag cell count 20 µM	T cell HTS	T cell HTS vesicle-bound %	MgcRacGAP inhibition	LYP inhibition	Large T inhibition	Hep lipid drop	Hep lipid drop cells 6.5 µM	GPR55 LPI antagonism	GPR35 arrestin U2OS
c1ccc(CCNCc2cccnc2)cc1	-0.1%	-1.0	44	i	41	8%	-11%	-3%	-2	814	9%	2%
Cc1cccc(N2C(=O)NC(=O)/C(=C/c3cc4c(cc3[N+](=O)[O-])OCO4)C2=O)c1	-0.4%	3.0	66	i	53	?	0%	35%	0	757	8%	6%
Clc1ccc(CNCCc2ccc3c(c2)OCO3)cc1	-0.1%	0.1	103	i	34	?	-3%	0%	2	411	-7%	0%
S=C1CN=C(c2ccccc2)c2cc(Cl)ccc2N1	0.5%	-1.3	52	i	38	4%	3%	12%	2	738	-2%	-10%
O=c1[nH]c(=S)[nH]c(O)c1/C=C1/C=c2ccccc2=N1	0.2%	.	.	i	42	10%	-6%	10%	-10	793	-24%	-11%
CC12CCCCC1=NC(c1ccc(Br)cc1)N2O (stereo unspecified)	-0.3%	1.1	90	i	26	7%	-1%	7%	.	.	3%	1%
Fc1ccccc1CCNCc1ccccc1	-0.3%	0.5	47	i	38	4%	-5%	10%	2	677	-11%	3%
O=C(CN1CCCC1=O)Nc1ccccc1	-0.2%	0.2	67	i	56	-1%	-6%	2%	0	786	4%	-4%
O=C(NCC(c1cccnc1)N1CCN(c2ccccc2)CC1)Oc1ccccc1 (stereo unspecified)	0.1%	-0.4	66	.	.	8%	1%	6%	2	703	-8%	-6%
CCOC(=O)C1=C(N)Oc2cc(C)oc(=O)c2C12C(=O)N1c3c(cccc32)C(C)=CC1(C)C (stereo unspecified)	-0.1%	3.1	71	i	58	0%	3%	2%	-5	762	31%	-5%
O=C1C2CCCN2C(c2ccncc2)N1c1ccc(Cl)c(Cl)c1 (stereo unspecified)	0.3%	2.9	96	i	24	6%	3%	-1%	.	.	32%	-3%
O=C(c1ccc(Cl)cc1)C1CCCN(Cc2ccc3nonc3c2)C1 (stereo unspecified)	0.2%	0.4	69	i	55	8%	-8%	5%	-33	674	-13%	-5%
O=C(C[N+]12CCC(CC1)C(O)C2)c1ccc(Br)cc1 (stereo unspecified)	0.0%	1.3	85	i	25	3%	-5%	2%	10	831	16%	-6%
CN1CC(C(=O)c2cccc(C(F)(F)F)c2)C(c2ccc(Cl)cc2)C1 (stereo unspecified)	-0.1%	1.0	103	i	24	3%	-8%	13%	.	.	3%	-8%
CC(NCc1cccc(Cl)c1Cl)C(O)c1ccccc1 (stereo unspecified)	-0.1%	1.3	68	i	20	6%	-5%	9%	-8	714	6%	-5%
Cc1cc(/C=C2\C(=O)NC(=O)N(Cc3ccco3)C2=O)c(C)n1-c1ccc(C(=O)O)cc1	0.4%	2.7	44	i	30	?	-1%	27%	0	765	-7%	-12%
CCC(=Nc1ccc2c(c1)CCC2)c1c(O)n(-c2ccc(OC)cc2)c(=O)[nH]c1=O	-0.2%	2.1	57	i	14	7%	-4%	15%	-2	727	3%	1%

Screening results as filed in PubChem.
